CHX counter – counter-screen hit for Shiga toxin inhibitors, cycloheximide; cell reporter, cycloheximide protein synthesis inhibition counterscreen; max response, %; actives 12% (n = 300,000); in the data active = max response mostly above about 13%, no sharp cut-off; inactive = mostly below about 14%; note: read at 38.3 µM for the half of the compounds with a filed dose; 0% is about no effect
Sm TGR block – blocks Schistosoma mansoni thioredoxin glutathione reductase; Potency, µM (doses to about 114 µM), inactives show at the highest dose activity change, negative = inhibition, actives largely listed as inhibitors; actives 3% (n = 360,000); AID 485364; purified TGR, DTNB reduction, TNB absorbance 405 nm; Q962Y6; note: potency is the fitted concentration of half-maximal effect; % is set by controls: 0 for no effect and ±100 for the full control effect; nearly all actives have a fitted effect of over 60% in size
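Kinetic colorimetric format: TGR-catalysed, NADPH-driven DTNB reduction monitored via TNB absorbance. Enzyme dispensed at 20 nM; compound exposure 15 min at room temperature before reaction start.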
Pf growth 96h – P. falciparum growth inhibition at 96 hour, primary screen for plastid delayed-death inhibitors. AID 504834. Potency, µM (titrated, usually from 28.7 µM), for inactives: at the highest dose activity change, negative = inhibition, most hits filed as inhibitors. actives 6.9% (n = 320,000). P. falciparum luciferase reporter growth, 96 h; note: potency is the fitted concentration of half-maximal effect; % is set by controls: 0 for no effect and ±100 for the full control effect
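Two parasite generations (96 h, 37 C, 5% CO2) of compound exposure in infected erythrocytes (0.05% parasitemia, 2% hematocrit). Luciferase-reporter P. falciparum; decreased luminescence indicates inhibited growth, aimed at apicoplast-acting delayed death.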
Pf growth 48h – P. falciparum growth inhibition at 48 hours (one generation); P. falciparum luciferase growth in erythrocytes, 48 h; Potency, µM (series often up to 28.7 µM), for inactives: at the highest dose activity change, negative = inhibition, actives largely listed as inhibitors; actives 5.9% (n = 310,000); AID 504832; note: potency is the fitted concentration of half-maximal effect; % is set by controls: 0 for no effect and ±100 for the full control effect
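Here the parasites carry a stable luciferase gene and grow inside erythrocytes in Albumax-based RPMI medium with compound for one erythrocytic cycle. Activity is scored as loss of luminescent signal.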
Giardia FBPA inh – blocks Giardia fructose-bisphosphate aldolase activity; actives 0.71% (n = 290,000); Potency, µM (series often up to 59.6 µM), inactives show top-dose activity, negative = inhibition, actives largely listed as inhibitors; A8B2U2; purified Giardia FBPA; note: potency is the fitted concentration of half-maximal effect; % is set by controls: 0 for no effect and ±100 for the full control effect; nearly all actives have a fitted effect of over 55% in size
Target sequence (A8B2U2 whole entry, looked up): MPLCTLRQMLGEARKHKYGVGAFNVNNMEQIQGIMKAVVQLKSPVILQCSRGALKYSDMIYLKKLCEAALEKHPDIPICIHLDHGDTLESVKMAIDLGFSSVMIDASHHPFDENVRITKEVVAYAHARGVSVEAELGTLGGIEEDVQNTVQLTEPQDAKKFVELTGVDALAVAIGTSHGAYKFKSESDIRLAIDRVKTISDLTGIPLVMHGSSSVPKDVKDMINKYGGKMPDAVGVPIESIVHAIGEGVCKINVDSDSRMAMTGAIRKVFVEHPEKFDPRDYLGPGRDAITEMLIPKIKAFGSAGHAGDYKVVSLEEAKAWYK
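40 nM FBPA preincubated 10 min at RT with compound (up to 57.5 uM final), then substrate plus GAPDH/TPI/NAD/arsenate coupling and diaphorase/resazurin added. Fluorescence read after 20 min at RT, 525/598 nm.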
Shiga toxin inh – blocks Shiga toxin action in Vero cells. AID 2315. inhibition, % at 38.7 µM. Vero cells, Shiga toxin protein synthesis inhibition reporter. actives 9.2% (n = 290,000); in the data active = inhibition mostly above about 28%, no sharp cut-off; inactive = mostly below about 43%; note: 0% is about no effect
An asterisk follows results filed as active; ? = inconclusive; · = not tested or not shown; & = joins results of further samples; [ ] = remark or other dose. Unless noted, calls come from the whole dose curve; as a rule, active = well fitted curve in the direction sought with a large enough effect; inconclusive = small, poorly fitted or top-dose-only effect, or another doubt; inactive = no such curve, though single readings can be large; an effect the other way counts as inactive or inconclusive.

SMILES	CHX counter	Sm TGR block	Pf growth 96h	Pf growth 48h	Giardia FBPA inh	Shiga toxin inh
CC(O)/C=C/c1ccc2ccccc2n1 (configuration not stated)	23*	6%	·	-19%	-1%	33*
COc1cc(NC(=O)CCn2c(=O)oc3ccccc32)cc(OC)c1OC	-3	-8%&-1%	?	13%	6%	-10
O=C(NCC1COCCO1)c1ccc2nc(Cc3cccc(Cl)c3)oc2c1 (configuration not stated)	51*	-11%	?	1%	·	52*
Cc1noc(C)c1CSc1nc2ccccc2n1CCc1ccccc1	-3	-21%	·	?	-12%	-17
CN(C)c1ccc(/C=N/NC(=O)COc2ccccc2)cc1	38*	4%	34%[activator]	376%[activator]	0%	44*
O=S(=O)(NCCc1ccccn1)c1cccs1	1	-2%	·	25%	2%	8
CC1(C)NC(=O)N(CC(O)COc2ccccc2C(=O)N2CCCCC2)C1=O (configuration not stated)	-1	2%	?	7%	11%	-6
Cc1nonc1CN(C)C(=O)CC1C(=O)NCCN1Cc1cccc(C(F)(F)F)c1 (configuration not stated)	-2	?	10µM*	36%[activator]	?	-3
CCc1cc(=O)oc2cc(OCC(=O)NCCCN3CCCC3=O)ccc12	6	-2%	?	?	·	2
Cc1cc2c(=O)n(Cc3ccco3)c(SCC(=O)c3ccc(Cl)s3)nc2s1	16*	?	202%[activator]	5.9µM*	-4%	29
O=C(Nc1ccccc1)/C(=C/c1ccc(F)cc1)NC(=O)c1ccco1	-1	10%	3%	-22%	15%	14
CCC(C)n1c(-c2cccc(S(=O)(=O)N3CCOCC3)c2)n[nH]c1=S (configuration not stated)	·	5%	-8%	0%	·	·

Given in markdown: 5 of the compounds above.
| molecule | CHX counter | Sm TGR block | Pf growth 96h | Pf growth 48h | Giardia FBPA inh | Shiga toxin inh |
| --- | --- | --- | --- | --- | --- | --- |
| Cc1nonc1CN(C)C(=O)CC1C(=O)NCCN1Cc1cccc(C(F)(F)F)c1 (configuration not stated) | -2 | ? | 10µM* | 36%[activator] | ? | -3 |
| CCc1cc(=O)oc2cc(OCC(=O)NCCCN3CCCC3=O)ccc12 | 6 | -2% | ? | ? | · | 2 |
| Cc1cc2c(=O)n(Cc3ccco3)c(SCC(=O)c3ccc(Cl)s3)nc2s1 | 16* | ? | 202%[activator] | 5.9µM* | -4% | 29 |
| O=C(Nc1ccccc1)/C(=C/c1ccc(F)cc1)NC(=O)c1ccco1 | -1 | 10% | 3% | -22% | 15% | 14 |
| CCC(C)n1c(-c2cccc(S(=O)(=O)N3CCOCC3)c2)n[nH]c1=S (configuration not stated) | · | 5% | -8% | 0% | · | · |

Remaining list, next part:
SMILES	CHX counter	Sm TGR block	Pf growth 96h	Pf growth 48h	Giardia FBPA inh	Shiga toxin inh
O=C(NCCN1CCCC1)c1ccc2c(c1)N(Cc1ccc(F)cc1)C(=O)c1ccccc1S2=O (configuration not stated)	-6	4%	?	12µM*	-3%	-5
NS(=O)(=O)c1ccc(NC(=S)NC(=O)C2CCCCC2)cc1	6	-18%[57.1 µM]	1%	4%	-5%	2
CCN(CC)c1ccc(NC(=O)CCN2C(=O)c3ccccc3S2(=O)=O)c(C)c1	·	-7%	3%	-11%	·	·
OC(COCC1COc2ccccc2O1)CN1CCN(c2ccccc2F)CC1 (configuration not stated)	15	-7%	7.4µM*	31%[activator]	·	-12
CCCN(CC1CC1)C(=O)Nc1ccccc1C	-2	-10%	·	4%	4%	-10
COc1ccccc1N1CCN(C(=O)Oc2ccccc2)CC1	8	-10%	·	-1%	3%	-7
CCN(CC)CCCNC(=O)Cn1cnc2ccc(S(=O)(=O)N3CCC(C)CC3)cc2c1=O	-5	-1%	-36%	-15%	2%	14
O=C(CNS(=O)(=O)c1ccc(Br)cc1)NC1CCCC1	-1	-3%	3%	-28%	12%	-3
O=C(O)Cn1c(=O)c2c3c(sc2n(Cc2ccc(F)cc2)c1=O)CCCC3	-6	0%	16%	15%[0.00184 µM]	-2%	-8
CCCNC(=O)NC1C(NC(=O)NCCC)N(C)C(=O)N1C (configuration not stated)	2	7%	8%[5.75 µM]	17%	1%	-4
CCO[C@@H]1OC(C(=O)N2CCN(Cc3ccc4c(c3)OCO4)CC2)=C[C@H](c2ccc(Br)cc2)[C@H]1CCCO	-2	-1%	4.1µM*	1.3µM*	-9%	-13
CC(=O)Nc1sc(C)c(C)c1CN1CCN(S(=O)(=O)c2ccccc2)CC1	-1	?	1%	?	18%	1
O=C(CCC1CCCN(C(=O)c2cc(C3CC3)[nH]n2)C1)N1CCN(c2ccccn2)CC1 (configuration not stated)	5	0%	26%	?	6%	37
CCn1c(=N)n(CC(O)c2ccccc2)c2ccccc21 (configuration not stated)	1	-3%	-9%	?	·	-16
Cc1ccnc(NC(=O)c2ccc(Cl)c(S(=O)(=O)N3CCCCC3)c2)c1	·	5%	-10%	?	·	·
CCCc1nnc(NC(=O)CCC(=O)N2CCN(S(=O)(=O)c3ccc(OC)cc3)CC2)s1	-3	5%	?	-11%	3%	4
Nc1nnc(-c2ccccc2)c(-c2ccccc2)n1	-1	15%	?	22%	-2%	-8
COc1cc(NC(=O)c2ccc3c(c2)OCCO3)ccc1NC(=O)c1ccco1	19*	-11%	2.3µM*	60%[activator]	-6%	39*
OCCC1CN(Cc2cccn2-c2ncccn2)CCN1Cc1ccccc1 (configuration not stated)	-3	-11%	13µM*	-6%	-9%	-4
CCc1nnc(SCC(=O)Nc2ccc(C(C)=O)cc2)nc1CC	11	-17%	?	12%	-2%	26
O=C(NNc1ccc(F)cc1F)c1c(F)cccc1Cl	1	-2%	26%	27%	2%	16
O=C(CN1CCCN(S(=O)(=O)c2ccc(Br)cc2)CC1)Nc1ccc2c(c1)OCO2	-2	-30%	2%	?	-7%	-3
Cc1ccc(S(=O)(=O)N(C)CC(=O)NCCc2c[nH]c3ccccc23)cc1	0	15%	-13%	0%	·	-2
CCc1nnc(NC(=O)CSc2nc(-c3ccccc3)c(-c3ccccc3)o2)s1	-1	11%	-12%	14%	6%	-2
CC(C)(C)N1CC(c2nc3ccccc3n2Cc2ccc(F)cc2)CC1=O (configuration not stated)	-3	6%	?	·	3%	-9
O=C(Nc1ccccc1C(=O)Nc1ccccc1C(=O)O)c1ccccc1	8	-2%	?	·	7%	4
Cc1ccc(C(=O)N(CCc2ccccc2)Cc2ccccc2)cc1S(=O)(=O)N1CCCCC1	·	7%	8.3µM*	13µM*	·	·
Cc1ccc2nc(SCC(=O)N3CCC(Cc4ccccc4)CC3)nc(=O)n2c1	·	6%	?	?	·	·
O=C(CN1C(=O)C2C3C=CC(C3)C2C1=O)OCC(=O)c1ccc([N+](=O)[O-])cc1 (configuration not stated)	6	-30%	7%	48%[activator]	14%	-6
CCN(CC)S(=O)(=O)c1ccc(Cl)c(C(=O)NCC2CCCO2)c1 (configuration not stated)	-6	-47%	10µM*	-5%	-1%	30
COc1ccccc1CNC(=O)COC(=O)Cc1c[nH]c2ccccc12	·	-1%	?	27%	·	·
O=C(N/N=C/c1cccnc1)c1cccc(NC(=O)c2cccc(Br)c2)c1	14	0%	-15%	-23%	11%	11
O=C(CCc1ccccc1)NNC(=O)COc1ccc([N+](=O)[O-])cc1	-2	0%	?	21%	·	-8
COc1ccc(NC(=O)C(=O)NCC(=O)Nc2cc(OC)ccc2OC)cc1	2	1%	?	-1%	0%	4
COc1ccc(Cl)cc1S(=O)(=O)N1CCN=C1Cc1ccccc1	-2	-1%	?	-4%	·	-4
CCCC(=O)OCCNc1cc(Sc2nc3ccccc3[nH]2)c2nonc2c1[N+](=O)[O-]	-5	0.5µM*	123%[activator]	?	?	-7
C=CCN1C(=O)C2(OCCCO2)c2cccc(C)c21	-2	-1%	-26%	25%	-1%	-11
CC(NC(=O)c1ccco1)c1nc(-c2ccc(C(C)(C)C)cc2)no1 (configuration not stated)	15	10%	?	-4%	-10%	49*
COc1ccc(/C=N\NC(=O)c2ccccc2Br)cc1COc1c(F)c(F)cc(F)c1F	-2	-21%	11%	35%[activator]	0%	-11
COC(=O)c1cccc(CSc2nnc(-c3ccco3)n2-c2ccccc2)c1	5	?	?	-1%	-2%	14
Cc1noc(/C=C/Nc2ccc(F)cc2F)c1[N+](=O)[O-]	53*	-31%	399%[activator]	340%[activator]	2%	141*
CCCC(=O)n1nc(-c2ccco2)nc1N	4	-2%	45%[activator]	32%[activator]	2%	-16
COc1cccc(C(=O)N2CCN(S(=O)(=O)Cc3ccccc3)CC2)c1OC	0	-27%	-23%	-10%	4%	11
CCOC(=O)c1nn(-c2ccc(OCC)cc2)c2nc(-c3ccco3)c(C#N)c(=O)n12	-3	4%	?	12µM*	0%	-9
Cc1ccccc1NC(=O)COC(=O)CCC(=O)c1cccs1	·	-3%	85%[activator]	?	·	·
CC(=O)c1cnc(Oc2cc(Cl)ccc2Cl)nc1C	-5	3%	11%	-5%	8%	-11
COc1cccc(C(=O)Oc2ccc(/C=N/Nc3ccc(C(=O)O)cc3)cc2OC)c1	33*	-17%	28%	0%	-5%	·
O=C(/C=C/c1cccs1)N1CCC2(CC1)Oc1ccc(F)cc1C(=O)C21CC(c2ccccc2)=NO1 (configuration not stated)	4	7%	9.3µM*	10µM*	-3%	-1
Cc1cc(C(=O)Cn2nc(C(=O)O)c3ccccc3c2=O)c(C)n1C1CC1	20	-4%	61%[activator]	42%[activator]	4%	28
CC(=O)c1ccc(NC(=O)CSc2ccc3nnc(-c4cccnc4)n3n2)cc1	11	10%	-4%	-5%	8%	-6
O=C(NCCCN1CCOCC1)c1ccc(NS(=O)(=O)c2ccccc2)cc1	13	0%	2%	6%	·	-5
CCOc1ccc(C2N(c3ccc(F)cc3)C(=O)C3CCCN32)cc1 (configuration not stated)	-2	1%	4.1µM*	·	-5%	4
CCOc1ccc(CCNC(=O)COC(=O)c2ccc(F)c(S(=O)(=O)N3CCOCC3)c2)cc1OCC	·	8%	?	15µM*	·	·
O=C(CSc1nc(-c2ccc(F)cc2)cs1)N1CCOCC1	45*	-1%	2%	125%[activator]	0%	77
CCCn1c(SCC(=O)N2c3ccccc3CC2C)n[nH]c1=O (configuration not stated)	·	3%	-19%	-4%	·	·
COc1cccc(CC(=O)Nc2ccccc2N2CCCC2)c1	-2	-19%	7%	-12%	·	15
Cc1cc(OCCn2c(CCNC(=O)C3CCCCC3)nc3ccccc32)ccc1Cl	-8	-12%	·	·	·	-9
O=C(CCc1ccccc1)NNC(=O)C12CC3CC(CC(C3)C1)C2	21*	8%	83%[activator]	-2%	3%	45
CCOC(=O)c1c(C)n(C)c2ccc(OC)c(NC(=O)CCN3CCC(Cc4ccccc4)CC3)c12	0	0%	?	?	-5%	-2
CC(=O)Nc1sc(N/N=C/c2ccc(O)cc2)nc1-c1ccc(C)cc1	11	-18%	?	?	-29%	15
Continued:
SMILES	CHX counter	Sm TGR block	Pf growth 96h	Pf growth 48h	Giardia FBPA inh	Shiga toxin inh
C=CCn1c(C)cc(C(=O)CSc2nnc(NCc3ccccc3)s2)c1C	46*	-15%	?	-17%	-4%	57
O=C(COC(=O)c1cnc(Cl)c(Cl)c1)NCc1ccco1	-1	7%	-1%	21%	-4%	-4
Cc1ccc(NS(=O)(=O)c2c(C)[nH]c(=O)[nH]c2=O)c(C)c1	-2	-12%&6%	27%	8%	6%	3
O=C1NC(=O)C2(Cc3c(nc4ccccn4c3=O)N3CCCCCC32)C(=O)N1Cc1ccccc1 (configuration not stated)	-2	-13%	5.2µM*	?	-4%	6
COc1ccc(NC(=O)CN2C(=O)NC3(CCCC3)C2=O)cc1S(=O)(=O)N1CCCCC1	·	4%	?	12%	·	·
CCN1CC2(OC(=O)c3ccccc3NC(C)=O)CCC(OC)[C@]34C1[C@H](CC23)[C@@]1(O)C[C@H](OC)[C@H]2CC4C1(O)[C@H]2OC (some centres not stated)	-6	·	·	·	1%	17

Screening data deposited in PubChem by National Center for Advancing Translational Sciences (NCATS).
